# Screening data: PubChem, National Center for Advancing Translational Sciences (NCATS)
# EPAC2 ag: EPAC2 (human) agonism; Q8WZA2; EPAC2 activation, biochemical qHTS; response scale: 100% = 6.5 mM cAMP response; Potency, µM (series often up to 154 µM), inactives show at the highest dose activation, most hits filed as activators; 360,000 tested, 0.079% active; AID 720711; further: potency means the concentration at half of the fitted maximal effect; nearly all actives have a fitted effect of over 50% in size
#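 Guanine nucleotide exchange by EPAC2 is measured as reduced fluorescence of BODIPY-GDP once it is released from 250 nM Rap1B. Plates are read kinetically for 30 min at room temperature; results are scaled to 6.5 mM cAMP.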
# EPAC2 antag: EPAC2 (human) antagonism | 360,000 tested, 0.18% active | Q8WZA2 | AID 720708 | EPAC2 GEF exchange of Rap1B-BODIPY-GDP, fluorescence | Potency, µM (highest dose often 114 µM), inactives show at the top dose activity, negative = inhibition, hits mostly inhibitors; further: potency means the concentration at half of the fitted maximal effect; on the % scale 0 is the no-effect control and ±100 the full control effect; nearly all actives have a fitted effect of over 45% in size; many of its hits are not listed in these tables
# D3 antag: D3 dopamine receptor (human) antagonism; max response, negative = inhibition, %; P35462; AID 652054; 360,000 tested, 2.5% active; D3R cells, DiscoveRx beta-arrestin luminescence, antagonist mode; active compounds read low; in the data active means max response below about -50%; inconclusive means no clear call, values can overlap the other calls; further: on the % scale 0 is the no-effect control and ±100 the full control effect; mostly tested at two doses, the higher about 12 µM
# Target sequence (P35462 whole entry, looked up): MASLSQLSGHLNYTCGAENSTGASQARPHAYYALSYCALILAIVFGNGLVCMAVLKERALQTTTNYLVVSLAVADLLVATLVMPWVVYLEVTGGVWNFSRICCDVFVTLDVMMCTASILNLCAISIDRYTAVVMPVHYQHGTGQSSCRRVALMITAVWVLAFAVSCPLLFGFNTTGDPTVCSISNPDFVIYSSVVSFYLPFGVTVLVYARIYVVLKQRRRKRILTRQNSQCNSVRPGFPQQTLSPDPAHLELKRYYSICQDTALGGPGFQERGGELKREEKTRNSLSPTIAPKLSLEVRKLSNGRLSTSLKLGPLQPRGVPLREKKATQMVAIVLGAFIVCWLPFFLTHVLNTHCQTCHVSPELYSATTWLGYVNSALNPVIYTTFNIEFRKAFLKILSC
#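 Cells plated overnight at 1500 cells/well, then exposed to library compounds with dopamine controls for 90 minutes at 37 degrees C. DiscoveRx reagent added for 30–60 minutes at room temperature; luminescence read, quantitative HTS format.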
# FUS yeast rescue: FUS proteinopathy suppression in yeast; AID 1347120; S. cerevisiae FUS-expressing, growth rescue, OD600, 24 h; 390,000 tested, 0.24% active; Potency, µM (doses to about 76.6 µM), inactives show top-dose growth rescue (activation), most hits filed as activators;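 further: potency means the concentration at half of the fitted maximal effect; plate controls were DMSO vehicle for no effect and reference control for full effect; nearly all actives have a fitted effect of over 55% in size; some results filed as inactive show a strong effect at the top dose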
#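 Restored growth of FUS-toxic S. cerevisiae, read as 600 nm absorbance after 24 h at 30C in galactose medium (starting OD 0.005). Controls CP55940 and DMSO.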
# aSyn yeast inh: inhibitors of alpha-synuclein toxicity in yeast; 370,000 tested, 0.14% active; Yeast expressing alpha-synuclein, growth rescue, BacTiter-Glo, 24 h; Potency, µM (top dose mostly 46.1 µM), for inactives: at the highest dose growth rescue (activation), most hits filed as activators; further: potency means the concentration at half of the fitted maximal effect; % of control where 0% means no effect; nearly all actives have a fitted effect of over 65% in size
#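 Screening used galactose-induced yeast with toxic alpha-synuclein levels, exposed to compound for 24 hr at 30 deg C. Cell growth, read with BacTiter-Glo luminescence, gave the measured signal.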
# TDP-43 yeast inh: rescues yeast growth from TDP-43 toxicity | TDP-43 expressing yeast growth rescue, BacTiter-Glo, 24 h | Potency, µM (titrated, usually from 46.1 µM), for inactives: at the highest dose growth rescue (activation), most hits filed as activators | 410,000 tested, 1.8% active | AID 652104; further: potency means the concentration at half of the fitted maximal effect; % of control where 0% means no effect; nearly all actives have a fitted effect of over 50% in size
#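 Growth rescue of TDP-43-toxic yeast measured as ATP luminescence (BacTiter-Glo). Cells grown to mid-log in raffinose, induced in galactose at OD600=0.02, exposed to compound 24 hr at 30 deg C.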
# Abeta rescue: restores growth of yeast expressing A-beta42 peptide; yeast expressing A-beta42, growth rescue, OD600, 48 h; response scale: 0% DMSO, 100% iron-clioquinol control; Potency, µM (series often up to 46.1 µM), for the others: at the highest dose growth rescue, usual class: activators; 410,000 tested, 0.063% active; further: potency means the concentration at half of the fitted maximal effect; nearly all actives have a fitted effect of over 55% in size
#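 Yeast growth medium received pinned compounds, then yeast cells expressing toxic A-beta were added; plates incubated at 30 C for 48 hr. Growth read as absorbance at 600 nm, normalized to DMSO and equimolar FeCl3 plus clioquinol controls.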
# DRD3 agonist: agonists of human D3 dopamine receptor. max activation, %. D3R DiscoveRx beta-arrestin cells, luminescence, 90 min. P35462. AID 652048. 410,000 tested, 0.58% active; in the data active means max activation above about 30%; further: 0% is about no effect; mostly tested at two doses, the higher about 12 µM
#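 Cells at 1500/well, incubated overnight, then treated with pinned compounds (dopamine as control) for 90 min at 37 degrees C. DiscoveRx reagent added for 30 - 60 minutes at room temperature; luminescence read.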
# Numbers without * were called inactive; ? = inconclusive; . = no result given; [ ] = dose if it differs, or a comment. Unless noted, the call rests on the fitted dose curve; in most records, active means well fitted curve in the direction sought with a large enough effect; inconclusive means small, poorly fitted or top-dose-only effect, or another doubt; inactive means no such curve, though single readings can be large; an effect the other way counts as inactive or inconclusive. This is a subset; rates above refer to the full screens.
Molecule,EPAC2 ag,EPAC2 antag,D3 antag,FUS yeast rescue,aSyn yeast inh,TDP-43 yeast inh,Abeta rescue,DRD3 agonist
Cc1ccccc1N1CCN(C2CCCN(C(=O)CSc3ccccn3)C2)CC1 (stereo not given),11%,-11%,7,-15%,?,21%,7%,-3
CC(NC(=O)CN(C)S(=O)(=O)c1ccc(Br)s1)c1ccccc1 (stereo not given),-3%,21%,6,-32%,4%,4%,-30%,-5
CCc1ccc(-c2nc(CN3CCCC(C(=O)NCCc4ccc(OC)c(OC)c4)C3)c(C)o2)cc1 (stereo not given),-3%,3%[57.1 µM],22,37%,-1%,7%,-10%,0
Cc1cc(OC(C)C(=O)NCCCn2ccnc2)c2c(C)cc(=O)oc2c1 (stereo not given),4%,-3%,-17,19%,-1%,-14%,-3%,-1
CCOC(=O)CSc1nc(C)c2ccc(C)cc2n1,-6%,-1%,20,-1%,13%,15%,6%,4
O=C(COc1ccc(Cl)cc1)NCc1nnc(SCC(=O)c2ccccc2)o1,-8%,11%,21,11%,-3%,7%,-2%,0
COc1cc(/C=C2/CC(C)OC2=O)c([N+](=O)[O-])cc1OC (stereo not given),6%,-2%,8,5%,-7%,-9%,4%,-4
COc1cc(/C=C/[N+](=O)[O-])ccc1OC(=O)/C=C/c1ccc(F)cc1,8%,-3%,-14,12%,-18%,0.71µM*,5%,4
O=C(CC1CC1)N[C@@H]1CC[C@@H](CCNS(=O)(=O)c2ccc(F)cc2)O[C@@H]1CO,7%,3%,-12,-7%,-2%,7%,-1%,-5
COc1ccccc1N(CC(=O)N1CCOCC1)S(C)(=O)=O,-1%,11%,-4,-10%,9%,11%,-6%,3
COC(=O)c1sccc1NC(=O)COc1ccc(Cl)cc1,14%,-3%,-6,-7%,-8%,3%,1%,-8
CCOC(=O)c1sc(NC(=O)C2CC(=O)N(c3ccc(OC)cc3)C2)nc1C (stereo not given),3%,-9%,7,9%,7%,4%,4%,12
O=C(Cn1ccccc1=S)c1ccc(Cl)c(Cl)c1,2%,?,-10,11%,13%,-22%,-19%,-7
CC(=O)N1CCc2cc(S(=O)(=O)CCC(=O)N3CCN(c4ccccc4)CC3)ccc21,2%,-6%,5,5%,1%,-3%,7%,0
CCS(=O)(=O)c1ncc(Cl)c(C(=O)N(Cc2ccccc2)Cc2ccco2)n1,.,.,.,7%,.,?,-40%[inhibitor],-22
COc1ccc(Br)cc1CNC(=O)CCN1C(=O)COc2ccccc21,0%,2%,10,-5%,0%,14%,17%,3
COc1cc(NC(=O)CSCc2ccccc2)c(C(=O)O)cc1OC,-2%,7%,9,16%,3%,-2%,-13%,4
NC(=O)c1ccc(NC(=O)CS(=O)(=O)c2cn(CC(=O)N3CCCC3)c3ccccc23)cc1,-1%,7%,1,.,3%,3%,-7%,10
Cc1ccc(C(=O)CSc2nnc3ccc4ccccc4n23)cc1,.,.,.,9%,.,26%,-2%,7
Cc1ccsc1CNC(=O)c1c(-c2ccccc2)noc1C,9%,-12%,-8,5%,2%,-13%[1.82 µM],15%,-10
CCOC(=O)c1ccc(NC(=O)Nc2ccc(S(N)(=O)=O)cc2)cc1,5%,-1%,32,12%,1%,-18%,-2%,7
O=C(CN1C(=O)C2C3C=CC(C3)C2C1=O)OCC(=O)c1ccc(Cl)cc1 (stereo not given),10%,9%,4,12%,9%,3%,0%,6
CN(Cc1ccccc1)c1ccc(N2C(=O)CCCC2=O)cc1[N+](=O)[O-],-9%,-1%,-15,.,-5%,-3%,0%,-7
Cc1cc(C)n(-c2nc3ccccc3nc2Nc2cccc(C(=O)NCCc3ccccc3)c2)n1,.,.,.,-1%,.,6%,7%,-6
O=C(COc1ccc(Br)cc1CO)Nc1ccccc1,9%,2%[57.1 µM],?,13%,-4%,?,-5%,-2
CC1(C)CC(=O)C2=C(C1)c1c(ccc3ccccc13)NC2c1ccc(C(=O)O)cc1 (stereo not given),25%,-3%,-9,18%,-1%,-9%,-6%,9
O=C(CCC(=O)c1ccccc1)NCc1ccccc1,-7%,2%,11,-8%,9%,3%,0%,-1
Cc1cc(C)c2cc(CN(Cc3ccco3)C(=O)NCc3ccccc3)c(=O)[nH]c2c1,10%,13%,-17,?,3%,-27%,-10%,-10
CCC(C)n1c(=N)c(C#N)cc2c(=O)n3ccccc3nc21 (stereo not given),56µM*,87%[activator],-17,-22%,-2%,-5%,1%,5
CCOC(=O)N1CCC(NC(=O)CSCc2nc(-c3ccc(C)cc3)oc2C)CC1,3%,-10%,-1,23%,0%,6%,3%,4
CC(=O)Nc1ccc(S(=O)(=O)N2CCC(C(=O)NCCc3c[nH]c4ccccc34)CC2)cc1,-1%,-4%,22,11%,0%,16%,-4%,3
O=C(COC(=O)c1cc(-c2cccnc2)nc2ccccc12)Nc1ccc(F)cc1F,6%,-2%,6,10%,-2%,-4%,-22%,-3
CCCN(C(=O)c1ccco1)c1nnc(-c2cccc(C)c2)s1,17%,-8%[57.1 µM],29,-11%,1%,-3%,-25%,1
Cn1c(=O)c2c(nc(SCCN3CCOCC3)n2Cc2ccc(Cl)cc2)n(C)c1=O,5%,-10%,0,-22%,2%,6%,-1%,2
COc1cccc(-n2c(=O)c3sc4ccccc4c3n(CC(=O)NC3CCCCC3)c2=O)c1,.,.,.,8%,.,-13%,-10%,-9
CC(C)CC(=O)N=C1SC2CS(=O)(=O)CC2N1CCc1ccccc1 (stereo not given),6%,-1%,-23,28%,1%,-12%,15%,-1
COc1cccc(/C=C/c2nc(C#N)c(N3CCN(C)CC3)o2)c1,.,.,.,-1%,.,5%,-14%,-16
COc1cc(/C=C(/C#N)c2nc3ccccc3[nH]2)ccc1Oc1ncccc1[N+](=O)[O-],0%,-5%,-14,36%,-18%,-16%,14%,-6
CCN1CCN(c2cc(C)c3cc(NC(=O)c4cc(Cl)ccc4OC)ccc3n2)CC1,.,.,.,10%,.,5%,-19%,-16
Cc1ccc(-c2nc(CS(=O)(=O)CC(=O)N3CCc4ccccc4C3)c(C)o2)cc1,11%,-13%,-26,14%,23%,14%,-3%,-7

# Compound profiles, as listed above. Values in the order: EPAC2 ag | EPAC2 antag | D3 antag | FUS yeast rescue | aSyn yeast inh | TDP-43 yeast inh | Abeta rescue | DRD3 agonist
# CN(Cc1ccccc1)c1ccc(N2C(=O)CCCC2=O)cc1[N+](=O)[O-] is entered as -9% | -1% | -15 | . | -5% | -3% | 0% | -7
# Cc1cc(C)n(-c2nc3ccccc3nc2Nc2cccc(C(=O)NCCc3ccccc3)c2)n1 is entered as . | . | . | -1% | . | 6% | 7% | -6
# Cn1c(=O)c2c(nc(SCCN3CCOCC3)n2Cc2ccc(Cl)cc2)n(C)c1=O is entered as 5% | -10% | 0 | -22% | 2% | 6% | -1% | 2

# Additional records
Molecule,EPAC2 ag,EPAC2 antag,D3 antag,FUS yeast rescue,aSyn yeast inh,TDP-43 yeast inh,Abeta rescue,DRD3 agonist
CCOC(=O)C1=C(O)C(=O)N(c2ccc(S(N)(=O)=O)cc2)C1c1cccc([N+](=O)[O-])c1 (stereo not given),6%,-2%,0,6%,-1%,-7%,9%,6
CC1CC(CC(=O)NNc2nc(-c3ccccc3)cs2)C(=O)O1 (stereo not given),4%,-1%,5,-27%,3%,18%,22%,0
O=C(CN1CCCC1c1ccc2c(c1)OCCO2)NC(=O)Nc1ccccc1 (stereo not given),10%,-11%,-12,-18%,-2%,-8%,-16%,-4
CS(=O)(=O)N1N=C(c2ccccc2)CC1c1ccc2c(c1)OCO2 (stereo not given),-1%,45%[activator],11,?,10%,9%,12%,3
Cc1nc2c(C(=O)NCc3ccco3)cnn2c(C)c1Cc1ccc(F)cc1Cl,15%,-8%,?,14%,0%,-15%,-5%,-20
Cc1ccc(S(=O)(=O)C(CNC(=O)c2ccc(C(F)(F)F)cc2)c2ccco2)cc1 (stereo not given),.,.,.,?,.,-22%,-23%,1
COc1ccc(NC(=O)CSc2nnnn2C2CCCC2)cc1S(=O)(=O)N1CCOCC1,11%,-17%,-2,23%,?,15%,8%,0
COc1ccc(S(=O)(=O)N(C)C[C@H]2Oc3ncc(-c4ccncc4)cc3C(=O)N([C@@H](C)CO)C[C@@H]2C)cc1,-6%,2%,21,7%,-4%,0%,10%,-2
CN(C)/C(=N\OC(=O)c1ccccc1)c1nonc1N,8%,13%,-10,8%,3%,20%,1%,6
Cc1nc(-c2ccccc2)sc1-c1nc(-c2ccccc2)ncc1S(=O)(=O)c1ccccc1,-9%,-17%,2,-13%,1%,5%,-3%,-13
COc1ncccc1-c1nnn(-c2ccc(C)cc2)n1,15%,-23%,4,-22%,-10%,20%,-10%,14
COc1cccc(/C=N/NC(=O)C(C)Sc2ccccc2)c1 (stereo not given),4%,?,-7,10%,2%,-26%,-9%,-5
CCOc1ccccc1OCCCCOc1ccccc1F,-1%,1%,6,11%,3%,6%,27%,5
CCOc1ccc(Cc2c(Cl)nc(N)nc2Cl)cc1,-2%,14%,-14,19%,-4%,7%,3%,-4
COc1cc(/C=C/C(=O)NC(C)C2CC3CCC2C3)cc(OC)c1OC (stereo not given),7%,-1%,-14,?,2%,-4%,3%,2
CC(C(=O)c1ccc(-c2ccccc2)cc1)[n+]1cccc(NC(=O)c2ccccc2)c1 (stereo not given),-11%,8%,6,17%,7%,-2%[1.82 µM],-9%,-2
O=C(CSc1ncnc2c1cnn2-c1ccc(F)cc1)NCC1CCCO1 (stereo not given),10%,-3%,1,-2%,-2%,32%,-7%,-5
Cc1cccc(NC(=O)c2sc3ncnc(N(C)C4CCCCC4)c3c2C)c1C,.,.,.,-9%,.,8%,-5%,-14
Cn1cc(/C=N/NC(=O)c2cc3cc(Br)ccc3o2)c2ccccc21,3%,2%,?,34%,1%,12%,15%,-30
CC(C)C(NS(=O)(=O)c1cccc(C(F)(F)F)c1)C(=O)O (stereo not given),-4%,14%,18,-6%,3%,-1%,9%,2
CCc1ccc(S(=O)(=O)c2cn(CC)c3cc(N4CCCCC4)c(F)cc3c2=O)cc1,.,.,.,-27%,.,24%,2%,6
